FBW7 activator = FBW7 E3 ligase activators, primary screen, biochemical, AlphaScreen, human | normalized activity (activation), % at 26.1 µM | F-box/WD repeat-containing protein 7 (Homo sapiens), Q969H0 | 650,000 tested, 0.13% active | AlphaScreen FBW7–phospho-cyclin E peptide binding, activator screen; in the data active means normalized activity above about 1.9%;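 further: purified mutant Fbw7 with reduced substrate affinity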
MITF primary = MITF inhibitors, primary screen, biochemical, AlphaScreen, human | Microphthalmia-associated transcription factor (Homo sapiens), O75030 | AlphaScreen MITF homodimerization, bead proximity signal | inhibition, % at 2.6 µM | 650,000 tested, 0.91% active | AID 1259374, 2018; in the data active means inhibition above about 50%;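 further: 0% = vehicle wells with protein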
Target sequence (O75030 whole entry, looked up): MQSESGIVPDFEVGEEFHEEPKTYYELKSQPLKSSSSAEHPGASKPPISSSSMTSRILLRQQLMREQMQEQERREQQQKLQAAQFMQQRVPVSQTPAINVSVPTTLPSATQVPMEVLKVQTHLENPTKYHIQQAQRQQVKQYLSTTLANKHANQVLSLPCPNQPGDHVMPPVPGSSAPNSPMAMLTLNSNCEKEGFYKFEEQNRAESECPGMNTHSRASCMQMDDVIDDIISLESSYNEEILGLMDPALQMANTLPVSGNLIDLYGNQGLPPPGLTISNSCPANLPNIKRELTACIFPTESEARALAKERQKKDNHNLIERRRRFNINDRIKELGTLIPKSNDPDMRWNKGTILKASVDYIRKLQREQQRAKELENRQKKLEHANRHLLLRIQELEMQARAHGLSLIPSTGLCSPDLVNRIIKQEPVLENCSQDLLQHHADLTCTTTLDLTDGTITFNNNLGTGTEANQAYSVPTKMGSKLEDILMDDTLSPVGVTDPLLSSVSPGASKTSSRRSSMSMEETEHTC
GPR151 activ = activators of human GPR151, primary screen, cell-based, PathHunter beta-arrestin, luminescence | PathHunter beta-arrestin GPR151 cells | activation, % at 11.2 µM | 650,000 tested, 1% active | AID 1508602, 2020; in the data active means activation above about 4.9%;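 further: 0% = median of compound wells and 100% = cells with positive control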
Target sequence (Q8TDV0 whole entry, looked up): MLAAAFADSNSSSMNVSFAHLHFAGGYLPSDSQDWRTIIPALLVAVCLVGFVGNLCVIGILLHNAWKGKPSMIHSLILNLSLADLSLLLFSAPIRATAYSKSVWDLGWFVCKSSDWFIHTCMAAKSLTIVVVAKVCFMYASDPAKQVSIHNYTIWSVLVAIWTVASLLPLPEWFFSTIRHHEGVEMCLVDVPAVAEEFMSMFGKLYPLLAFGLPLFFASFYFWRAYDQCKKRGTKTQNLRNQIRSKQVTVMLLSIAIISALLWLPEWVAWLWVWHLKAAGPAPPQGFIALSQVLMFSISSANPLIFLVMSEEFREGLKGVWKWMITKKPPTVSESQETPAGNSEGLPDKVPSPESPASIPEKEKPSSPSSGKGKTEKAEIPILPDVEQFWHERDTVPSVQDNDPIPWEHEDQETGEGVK
TEAD-YAP inh = TEAD-YAP interaction inhibition, primary screen, TEAD-YAP interaction inhibitor project, luminescence, HEK-TIYL cells; TEAD-Gal4/YAP UAS-luciferase luminescence; inhibition, % at 9.12 µM; 640,000 tested, 1.4% active; AID 1259422, 2018; in the data active means inhibition above about 32%;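 further: 0% = median of test compound wells and 100% = reference inhibitor wells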
* marks the source's active call; other numbers are inactive results. Rows are unselected; about 3.4% have a hit in one of these screens.

The opening two compounds, ahead of the listing:
What do the screens show for `COc1ccccc1NC(=O)C(=S)N1CCCCC1`?
FBW7 activator: -0.2; MITF primary: -2; GPR151 activ: -1.2; TEAD-YAP inh: -1

How did Cn1nnnc1SCc1cnc(-c2ccccc2)s1 do in these assays?
FBW7 activator: 0.2; MITF primary: 10; GPR151 activ: -0.6; TEAD-YAP inh: -14

This part in full, previewed entries included:
What do the screens show for `COc1ccccc1NC(=O)C(=S)N1CCCCC1`?
FBW7 activator: -0.2; MITF primary: -2; GPR151 activ: -1.2; TEAD-YAP inh: -1

How did Cn1nnnc1SCc1cnc(-c2ccccc2)s1 do in these assays?
FBW7 activator: 0.2; MITF primary: 10; GPR151 activ: -0.6; TEAD-YAP inh: -14

How did Cc1ccc(-c2cnc(NCc3ccco3)nc2)cc1 do in these assays?
FBW7 activator: 0.1; MITF primary: -2; GPR151 activ: 0.5; TEAD-YAP inh: -44

How did O=C1C(c2ccc(F)cc2)N(C2CC2)C(=O)CN1C1CCCCCC1 (centres undefined) do in these assays?
FBW7 activator: 0.1; MITF primary: 0; GPR151 activ: 1.2; TEAD-YAP inh: 6

How did CC12c3ccccc3C(c3ccccc31)C1C(=O)N(Cc3ccccc3)C(=O)C12 (centres undefined) do in these assays?
FBW7 activator: 0.1; MITF primary: 20; GPR151 activ: -0.8; TEAD-YAP inh: -7

What do the screens show for `CSc1cccc(NS(=O)(=O)c2ccc3c(c2)OCCO3)c1`?
FBW7 activator: 0.6; MITF primary: 9; GPR151 activ: 0.5; TEAD-YAP inh: 6

How did COc1cc(NC(=O)N(C)C)c(OC)cc1Cl do in these assays?
FBW7 activator: 0.3; MITF primary: -3; GPR151 activ: -1.4; TEAD-YAP inh: 4

How did NC(=O)c1ccccc1Nc1nc(Nc2ccc(N3CCOCC3)cc2F)ncc1Cl do in these assays?
FBW7 activator: 0.7; MITF primary: 6; GPR151 activ: 2.1; TEAD-YAP inh: 25

What do the screens show for `CCCCCCc1c(O)nc(SCCN(CC)CC)n(-c2ccccc2)c1=O`?
FBW7 activator: -0.1; MITF primary: -12; GPR151 activ: 0.2; TEAD-YAP inh: 4

Results for Nc1nonc1-c1nc2ccccc2n1CC(=O)Nc1ccc(Oc2ccccc2)cc1 ?
FBW7 activator: -0.2; MITF primary: 4; GPR151 activ: 0.3; TEAD-YAP inh: -1

What do the screens show for `CCOc1ccccc1N1CN(Cc2ccco2)CNC1=S`?
FBW7 activator: 0.0; MITF primary: -9; GPR151 activ: -0.5; TEAD-YAP inh: -4

What do the screens show for `COc1ccc(N2CCN(c3ncnc4c3cnn4-c3ccc(Cl)cc3)CC2)cc1`?
FBW7 activator: 0.0; MITF primary: -2; GPR151 activ: 0.5; TEAD-YAP inh: 3

How did COc1ccc(Nc2ncc(-c3cccc(NC(C)=O)c3)n3ccnc23)cc1 do in these assays?
FBW7 activator: 0.5; MITF primary: 18; GPR151 activ: 0.2; TEAD-YAP inh: -67

Results for CCN1CCN(CCN2C(=O)C3C(C(=O)Nc4ccc(C(C)C)cc4)C4C=CC3(O4)C2C(=O)NC2CCCCC2)CC1 (centres undefined) ?
FBW7 activator: 0.1; MITF primary: 9; GPR151 activ: 1.2; TEAD-YAP inh: -1

What do the screens show for `Cc1ccc(C)c(NC(=O)Cn2cnc3c(cnn3-c3cccc(C)c3C)c2=O)c1`?
FBW7 activator: 0.3; MITF primary: 16; GPR151 activ: 0.7; TEAD-YAP inh: 13

What do the screens show for `Cc1cc(Br)c(Cl)cc1NC(=O)C1CC(=O)N(Cc2ccccc2)C1` (centres undefined)?
FBW7 activator: -0.3; MITF primary: -3; GPR151 activ: -0.8; TEAD-YAP inh: -3

What do the screens show for `Cc1ccc(C)c(Cc2c(C)nc3nc(SCc4cc(=O)n5cc(Br)ccc5n4)nn3c2C)c1`?
FBW7 activator: -0.2; MITF primary: -12; GPR151 activ: 0.6; TEAD-YAP inh: 7

How did CCOC(=O)CSc1ccc(C(=O)N2CCCC2)cc1[N+](=O)[O-] do in these assays?
FBW7 activator: 0.0; MITF primary: 3; GPR151 activ: 0.5; TEAD-YAP inh: -12

What do the screens show for `CN(C)c1ccc2c3c(cccc13)C(=O)N(c1ccc(O)cc1)C2=O`?
FBW7 activator: 1.8; MITF primary: 10; GPR151 activ: -0.2; TEAD-YAP inh: 4

Results for N#C/C(=C\c1cc([N+](=O)[O-])c(N2CCCCC2)cc1N1CCCCC1)c1nn(-c2ccccc2)c(N)c1C#N ?
FBW7 activator: 0.1; MITF primary: 16; GPR151 activ: 1.7; TEAD-YAP inh: -1

What do the screens show for `COc1ccccc1NC(=O)Cn1nc(C)n2cccc2c1=O`?
FBW7 activator: -0.2; MITF primary: -9; GPR151 activ: -0.4; TEAD-YAP inh: -6

What do the screens show for `O=C(COc1ccc(Br)cc1Cl)N1CCCCC1`?
FBW7 activator: 0.0; MITF primary: 6; GPR151 activ: 1.9; TEAD-YAP inh: -18

Results for S=C1COc2ccc(Cl)cc2N1 ?
FBW7 activator: 0.0; MITF primary: 5; GPR151 activ: 0.3; TEAD-YAP inh: 5

Results for O=C(NCC1CCC2(CCN(C(=O)c3ccoc3)CC2)O1)c1cc2ccccc2o1 (centres undefined) ?
FBW7 activator: 0.7; MITF primary: 13; GPR151 activ: -0.8; TEAD-YAP inh: -4

What do the screens show for `O=C(c1nc2ccccn2c1CNCC1CCN(CCO)CC1)N1CCCC1`?
FBW7 activator: -0.1; MITF primary: -6; GPR151 activ: 0.5; TEAD-YAP inh: -7

Results for CCC(=O)NC(=S)Nc1ccc(Br)cc1 ?
FBW7 activator: 0.2; MITF primary: 10; GPR151 activ: -0.3; TEAD-YAP inh: -1

Results for Cc1cc(C)cc(N2C(=O)/C(=C\c3ccccc3)N=C2c2ccccc2)c1 ?
FBW7 activator: 0.1; MITF primary: 9; GPR151 activ: -2.1; TEAD-YAP inh: 2

What do the screens show for `C=CCNC(=O)c1cc2c(=O)n3cc(C)ccc3nc2nc1NCC`?
FBW7 activator: -0.4; MITF primary: -2; GPR151 activ: -0.1; TEAD-YAP inh: -8

Results for O=C(NCCCc1ccccc1)C1CC12CCN(C(=O)CN1CCCC1)CC2 (centres undefined) ?
FBW7 activator: 0.0; MITF primary: 3; GPR151 activ: 0.1; TEAD-YAP inh: -3

Results for O=C(c1nn2c(c1Cl)NC(c1cccs1)CC2C(F)(F)F)N1CCN(C(c2ccccc2)c2ccccc2)CC1 (centres undefined) ?
FBW7 activator: 1.2; MITF primary: 23; GPR151 activ: -0.9; TEAD-YAP inh: -6

3 entries out of the list, ordered by number of heavy atoms, highest first:
What do the screens show for `Cc1ccc(C)c(NC(=O)Cn2cnc3c(cnn3-c3cccc(C)c3C)c2=O)c1`?
FBW7 activator: 0.3; MITF primary: 16; GPR151 activ: 0.7; TEAD-YAP inh: 13

What do the screens show for `CN(C)c1ccc2c3c(cccc13)C(=O)N(c1ccc(O)cc1)C2=O`?
FBW7 activator: 1.8; MITF primary: 10; GPR151 activ: -0.2; TEAD-YAP inh: 4

How did CCOC(=O)CSc1ccc(C(=O)N2CCCC2)cc1[N+](=O)[O-] do in these assays?
FBW7 activator: 0.0; MITF primary: 3; GPR151 activ: 0.5; TEAD-YAP inh: -12

Following part:
What do the screens show for `CC(C)(C)CC(=O)Nc1ccc(S(=O)(=O)NC2CCCCC2)cc1`?
FBW7 activator: -0.1; MITF primary: -21; GPR151 activ: -0.1; TEAD-YAP inh: -22

How did CCCNC(=O)CSc1nccn1Cc1ccc(Cl)cc1 do in these assays?
FBW7 activator: 0.1; MITF primary: 11; GPR151 activ: 1.2; TEAD-YAP inh: 7

What do the screens show for `C=CCNC(=O)CN(Cc1ccccc1)S(=O)(=O)c1ccc(OC)c(OC)c1`?
FBW7 activator: 0.0; MITF primary: 10; GPR151 activ: -0.3; TEAD-YAP inh: 4

Results for Nc1c(C(=O)NCc2ccccc2)nnn1Cc1ccc(Br)cc1F ?
FBW7 activator: -0.1; MITF primary: 13; GPR151 activ: -0.2; TEAD-YAP inh: 6

Results for OCCNc1nc(N2CCc3ccccc3C2)nc2c1ncn2-c1ccccc1 ?
FBW7 activator: 0.0; MITF primary: -3; GPR151 activ: -0.8; TEAD-YAP inh: -1

How did COc1ccc(/C=C/C(=O)OCC(=O)c2ccc(Cl)s2)cc1OC do in these assays?
FBW7 activator: -0.2; MITF primary: -2; GPR151 activ: 1.9; TEAD-YAP inh: -2

What do the screens show for `Cc1cc(C)n(-c2ncc(-c3ccc([N+](=O)[O-])cc3)cn2)n1`?
FBW7 activator: 0.3; MITF primary: -4; GPR151 activ: -1.2; TEAD-YAP inh: 59*

How did COc1ccccc1NC(=O)/C=C\c1ccco1 do in these assays?
FBW7 activator: -0.1; MITF primary: 1; GPR151 activ: -3.9; TEAD-YAP inh: -62

Results for C=CCC1(O)C(=O)Nc2ccccc21 (centres undefined) ?
FBW7 activator: -0.2; MITF primary: 2; GPR151 activ: 2.5; TEAD-YAP inh: 8

What do the screens show for `CN(C)c1nc(N)nc(CSc2nnnn2C)n1`?
FBW7 activator: 0.1; MITF primary: 7; GPR151 activ: 0.5; TEAD-YAP inh: -5

What do the screens show for `Cc1cc(C)n(C(=O)c2cccc(S(=O)(=O)N3CCCCC3)c2)n1`?
FBW7 activator: 0.0; MITF primary: -5; GPR151 activ: 0.6; TEAD-YAP inh: -3

Results for O=C(N[C@H]1C[C@H]2C(=O)N[C@@H](COCc3ccccc3)C(=O)N2C1)c1cc(Cl)cc(Cl)c1 ?
FBW7 activator: 0.0; MITF primary: -4; GPR151 activ: 1.7; TEAD-YAP inh: -11

Results for Cc1ccc(NC(=O)CNCc2cccs2)c(Br)c1 ?
FBW7 activator: 3.8*; MITF primary: 10; GPR151 activ: 1.6; TEAD-YAP inh: -31

What do the screens show for `Cc1ccc(NC(=O)/C=N/O)cc1`?
FBW7 activator: -0.2; MITF primary: -1; GPR151 activ: 2.1; TEAD-YAP inh: 10

What do the screens show for `CC(c1n[nH]c(=S)n1-c1ccccc1)N(C)C` (centres undefined)?
FBW7 activator: 0.0; MITF primary: 5; GPR151 activ: 0.4; TEAD-YAP inh: 9

Results for CC(C)CN(C1CCS(=O)(=O)C1)S(=O)(=O)c1ccc(C(C)C)cc1 (centres undefined) ?
FBW7 activator: 0.0; MITF primary: -1; GPR151 activ: 4.9; TEAD-YAP inh: 1

How did CC(C)(C)OC(=O)N1CCC(C(=O)OCC(=O)Nc2ccc(F)cc2)CC1 do in these assays?
FBW7 activator: -0.1; MITF primary: -3; GPR151 activ: -0.8; TEAD-YAP inh: -2

Results for Cc1nnc(SC2CCCCN(C(=O)c3ccc(F)cc3)C2=O)s1 (centres undefined) ?
FBW7 activator: 0.0; MITF primary: 3; GPR151 activ: 1.9; TEAD-YAP inh: 1

What do the screens show for `CC1C(=O)Nc2ccc(S(=O)(=O)NC3CCCCC3C)cc2NC1=O` (centres undefined)?
FBW7 activator: -0.2; MITF primary: 8; GPR151 activ: -0.5; TEAD-YAP inh: -6

Results for Cc1cccc2cc3c(N)c(C(=O)N4CC(=O)Nc5ccccc54)sc3nc12 ?
FBW7 activator: 0.3; MITF primary: 23; GPR151 activ: -1.7; TEAD-YAP inh: 3

What do the screens show for `O=C1CCCN1CCCNc1ccnc(NCCCN2CCCC2=O)n1`?
FBW7 activator: 0.0; MITF primary: 7; GPR151 activ: 2.1; TEAD-YAP inh: -6

Results for COc1ccc(C)cc1NC(=O)CN(C)S(=O)(=O)c1cnc[nH]1 ?
FBW7 activator: -0.1; MITF primary: -3; GPR151 activ: 0.6; TEAD-YAP inh: 7

What do the screens show for `Cn1c(=O)c2c(nc(SCc3nc(N)nc(N4CCOCC4)n3)n2Cc2ccc(C(C)(C)C)cc2)n(C)c1=O`?
FBW7 activator: 0.1; MITF primary: -8; GPR151 activ: 0.1; TEAD-YAP inh: -7

What do the screens show for `CC(C)C(C(=O)NCc1ccccn1)N1Cc2ccccc2C1=O` (centres undefined)?
FBW7 activator: 0.0; MITF primary: 8; GPR151 activ: 1.6; TEAD-YAP inh: 8

Results for CCN1CCCC1CNC(=O)Cn1ncc2c(=O)oc3ccc(C)cc3c21 (centres undefined) ?
FBW7 activator: -0.1; MITF primary: -1; GPR151 activ: 0.2; TEAD-YAP inh: -8

How did COC(=O)Cn1c(=O)c2c(nc3n(-c4cc(Cl)ccc4C)c(C)cn23)n(C)c1=O do in these assays?
FBW7 activator: 0.0; MITF primary: 11; GPR151 activ: 1.4; TEAD-YAP inh: 6

Results for COc1ccc(C)cc1S(=O)(=O)Nc1cccc2ccccc12 ?
FBW7 activator: -0.2; MITF primary: -6; GPR151 activ: -2.3; TEAD-YAP inh: 5

What do the screens show for `COc1ccc(-c2nc(=S)c3c(n2-c2ccc(N(C)C)cc2)CCCC3)cc1`?
FBW7 activator: 0.5; MITF primary: -12; GPR151 activ: 0.1; TEAD-YAP inh: 0

What do the screens show for `O=C(Nc1cccc(O)c1)c1noc2c1CCc1ccccc1-2`?
FBW7 activator: 0.1; MITF primary: 9; GPR151 activ: -4.7; TEAD-YAP inh: 87*

How did CCOc1ccccc1NC(=O)C(=O)NCCN(C)C do in these assays?
FBW7 activator: 0.6; MITF primary: -1; GPR151 activ: -0.3; TEAD-YAP inh: 0

What do the screens show for `O=S(=O)(c1ccc2ccccc2c1)N1CCN(C2CCCCCC2)CC1`?
FBW7 activator: -0.1; MITF primary: 24; GPR151 activ: 0.4; TEAD-YAP inh: -5

How did COc1ccc(OC)c(CN2CCN(Cc3ccc(F)cc3)CC2)c1 do in these assays?
FBW7 activator: -0.2; MITF primary: 83*; GPR151 activ: -0.4; TEAD-YAP inh: 2

From PubChem BioAssay
